# Bioassay records (PubChem BioAssay)
# FLuc counter = inhibits or activates purified firefly luciferase, miR-21 counter-screen; purified FLuc, Km substrates, luminescence inhibition; Potency, µM (doses to about 57.5 µM), for the others: top-dose activity change, negative = inhibition, actives largely listed as inhibitors; actives 6.9% (n = 360,000); active = well fitted inhibition curve with a large enough effect; inconclusive = small, poorly fitted or top-dose-only effect;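 also: plate controls were vehicle for no effect and reference inhibitor for full effect; nearly all actives have a fitted effect of over 55% in size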
# Target sequence (P08659 whole entry, looked up): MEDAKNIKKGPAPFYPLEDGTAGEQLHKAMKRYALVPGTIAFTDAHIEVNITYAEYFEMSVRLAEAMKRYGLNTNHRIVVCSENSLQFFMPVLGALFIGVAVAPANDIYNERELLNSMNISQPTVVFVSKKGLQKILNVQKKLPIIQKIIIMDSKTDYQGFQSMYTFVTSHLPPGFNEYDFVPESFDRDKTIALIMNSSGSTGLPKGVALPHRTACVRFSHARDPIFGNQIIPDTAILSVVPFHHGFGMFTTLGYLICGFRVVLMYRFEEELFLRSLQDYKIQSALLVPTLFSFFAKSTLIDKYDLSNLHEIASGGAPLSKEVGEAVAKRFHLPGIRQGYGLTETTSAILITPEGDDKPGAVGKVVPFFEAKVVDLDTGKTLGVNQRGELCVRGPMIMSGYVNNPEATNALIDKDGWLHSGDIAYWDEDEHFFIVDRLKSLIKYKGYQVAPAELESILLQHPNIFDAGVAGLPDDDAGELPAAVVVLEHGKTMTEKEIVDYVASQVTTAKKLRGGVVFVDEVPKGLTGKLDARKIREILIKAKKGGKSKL
#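 Biochemical qHTS of compounds, final roughly 60 µM downward over six points, against 10 nM purified firefly luciferase using Km concentrations of substrates (10 uM D-luciferin, 10 uM ATP) in Tris acetate pH 7.5 buffer; luminescence output.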
# * marks the source's active call; other numbers are inactive results; ? = inconclusive. Potency is read from the fitted curve at half-maximal effect. An excerpt; count on the stated rates, not on these rows.
SMILES,FLuc counter
CCn1ccc2cc(S(=O)(=O)N3CCC(C(=O)NCCc4ccc(C)cc4)CC3)ccc21,-0.3%
CCOc1ccc(NC(=O)CCC(=O)N2CC(C)Oc3ccc(C)cc32)cc1 (stereo unspecified),1.5%
CC(=O)Nc1ccc(S(=O)(=O)N(Cc2ccccc2)Cc2ccccc2)cc1,?
Cc1oc(-c2ccc(Cl)cc2)nc1CN1CCCC(C(=O)NCc2ccccc2)C1 (stereo unspecified),?
O=C(NCc1ccccc1Cl)C1CCN(S(=O)(=O)Cc2ccccc2)CC1,6.5%
Nc1nonc1-c1nc2ccccc2n1CC(=O)Nc1ccccc1C(=O)O,?
COc1ccc(-c2nnc(SCC(=O)Oc3cc(C)ccc3C)o2)cc1,-0.3%
CCOc1ccc(NC(=O)c2cnc(N3CCCC3)nc2C)cc1,-19.6%
COc1ccc(Cl)cc1NC(=O)C1CCN(c2nnc(C)c3c(C)n(-c4ccccc4)nc23)CC1,-18.8%
Cn1c(=O)c2c(ncn2CC(=O)Nc2cccc(C(F)(F)F)c2)n(C)c1=O,1.3%
CCOC(=O)c1ccccc1NC(=O)CSc1nccn1Cc1ccco1,2.8%
Cc1c(C(=O)OC2CCC(C)CC2)[nH]c2c1C(=O)CC(c1ccccc1Cl)C2 (stereo unspecified),-0.4%
Fc1ccccc1N1CCN(c2nnc(C(F)(F)F)c3nnn(Cc4ccccc4)c23)CC1,-1.2%
COc1cc(NC(=O)C(CCSC)NS(=O)(=O)c2ccc3c(c2)oc(=O)n3C)cc(OC)c1 (stereo unspecified),-4.1%
Cc1ccc(C)c(Nc2nc3c(S(=O)(=O)c4ccc(Br)cc4)nnn3c3ccsc23)c1,-5.3%
Cc1cc2oc(=O)c(CC(=O)O)c(C)c2c2occ(-c3ccccc3)c12,6.01µM*
COc1ccc(-c2nc(Cn3c(SCc4ccccc4F)nc4cccnc43)c(C)o2)cc1,13.5µM*
COc1ccc(OC)c(/C=C(\C#N)c2nc(-c3ccc(F)cc3)cs2)c1,1.8%
Cc1ccc(C)c(S(=O)(=O)NCC(c2ccc(N(C)C)cc2)N2CCOCC2)c1 (stereo unspecified),1.0%
O=c1c(S(=O)(=O)c2ccccc2)cn(Cc2cccc(F)c2)c2cc(N3CCOCC3)c(F)cc12,-9.1%
CCOC(=O)CNC(=O)N1CCN(c2nnc(C)c3c(C)n(-c4ccc(Cl)cc4)nc23)CC1,1.6%
Cc1ccc(C(=O)N2CCc3cc(CNS(=O)(=O)c4cccs4)ccc32)cc1,1.6%
CC(=O)Nc1nonc1-c1nnc(SCc2ccc(Cl)cc2)n1C,-2.7%
CCC(C)(C)NC(=O)C1CCC(CNS(=O)(=O)c2ccc3c(c2)CC(C)N3C(C)=O)CC1 (stereo unspecified),-0.8%
COc1ccc(-c2cc(C(=O)Nc3c(C)nn(Cc4ccccc4C)c3C)no2)cc1,-3.8%
CCCCCOc1ccc(NC(=O)Cn2c(-c3nonc3N)nc3ccccc32)cc1,-0.9%
COc1ccccc1NC(=O)c1sc2ncn(Cc3ccccc3Cl)c(=O)c2c1C,-4.5%
CCc1cccc(NC(=O)c2cc3c(=O)n(Cc4ccc(OC)cc4)ccc3nc2C)c1,-1.0%
COc1ccc(N2CCN(c3nc4ccc(C)cc4n4nnnc34)CC2)cc1,-0.5%
Cc1ccc(Cl)cc1N1CCN(C(=O)c2ccc3c(c2)CCN3S(=O)(=O)c2ccccc2)CC1,-0.3%
N#Cc1ccccc1Cn1c(=O)n(-c2cccc(C(F)(F)F)c2)c(=O)c2sccc21,-2.4%
CCc1ccc(C(=O)COC(=O)C(Cc2c[nH]c3ccccc23)NC(=O)c2ccc(Br)cc2)cc1 (stereo unspecified),4.2%
CC1=C(c2ccc(Cl)cc2)S(=O)(=O)N=C1N1CCC(C(=O)NCCc2ccco2)CC1,-0.1%
CCN(CC)C(=O)c1sc2c(c1C)c(=O)n(Cc1ccccc1)c(=O)n2Cc1ccccc1C,-11.0%
Cc1ccc2ncc(C(=O)NCCc3ccc(S(N)(=O)=O)cc3)c(=O)n2c1,-1.6%
CC(=O)c1cccc(N(C(=O)Cn2nnc3ccccc32)C(C(=O)NCc2ccccc2)c2ccc(F)cc2)c1 (stereo unspecified),-6.0%
CCOC(=O)c1ccc(NC(=O)CC2C(=O)N(c3ccc(C)cc3)C(=O)N2C2CCCC2)cc1 (stereo unspecified),-1.4%
CCOc1ccccc1CNC(=O)c1c(C)oc2ncnc(N3CCOCC3)c12,0.6%
Cc1cccc(C(=O)NCc2nnc(SCC(=O)Nc3ccccc3F)n2-c2ccccc2)c1,-0.8%
Cc1ccc(C(CC(=O)NCC2(c3ccccc3)CCCC2)c2ccccc2)c(O)c1 (stereo unspecified),-1.9%

# Reformatted field by field: three of the compounds above
SMILES: CCOC(=O)c1ccc(NC(=O)CC2C(=O)N(c3ccc(C)cc3)C(=O)N2C2CCCC2)cc1 (stereo unspecified)
- FLuc counter: -1.4%

SMILES: CC(=O)c1cccc(N(C(=O)Cn2nnc3ccccc32)C(C(=O)NCc2ccccc2)c2ccc(F)cc2)c1 (stereo unspecified)
- FLuc counter: -6.0%

SMILES: CC1=C(c2ccc(Cl)cc2)S(=O)(=O)N=C1N1CCC(C(=O)NCCc2ccco2)CC1
- FLuc counter: -0.1%

# Next results:
SMILES,FLuc counter
COc1cccc(CNC(=O)CCc2c(C)nc3c4c(C)cc(C)nc4nn3c2C)c1,-2.6%
O=C(CSc1cn(CC(=O)N2CCCCC2)c2ccccc12)NCc1ccccc1,-7.5%
CC1CCN(c2nn3c(=O)c(C(=O)NC(C)C)cnc3s2)CC1,-2.3%
COc1ccc(Nc2nc3c(S(=O)(=O)c4ccccc4)nnn3c3ccc(Cl)cc23)cc1OC,-1.8%
COc1ccc(-c2[nH]c(-c3ccc(OC)c(OC)c3)nc2SCC(=O)Nc2ccccc2)cc1,-11.6%
CCOC(=O)c1ccc(NC(=O)c2oc3c(c2C)-c2nn(Cc4ccccc4Cl)cc2CC3)cc1,-4.1%
CCOc1ccccc1NC(=O)n1ncc2cc(Cl)ccc21,-6.7%
COc1ccc(S(=O)(=O)c2cc3cc(C(C)(C)C)cc(O)c3oc2=O)cc1,-17.7%
CCOc1ccccc1C(=O)Nc1ccc(S(=O)(=O)N2CCCCC2c2cccnc2)cc1 (stereo unspecified),-8.5%
CCn1cc(S(=O)(=O)c2ccc(C)cc2)c(=O)c2cc(F)c(N3CCCCCC3)cc21,4.3%
CC(C)Cn1c(=O)c2ccccc2n2c(CCC(=O)NC(C)c3ccccc3)nnc12 (stereo unspecified),-1.1%
CCOc1ccc(N(CC)S(=O)(=O)N2CCCC(C(=O)Nc3ccc(C(C)=O)cc3)C2)cc1 (stereo unspecified),2.5%
COc1ccc(CNC(=O)CCCn2c(SCC(N)=O)nc3cc4c(cc3c2=O)OCO4)cc1,-3.4%
O=C(/C=C/c1ccc(Cl)cc1)Nc1nc(-c2cccs2)ns1,-11.2%
O=C(COCc1cc(-c2ccc3c(c2)OCO3)on1)NCc1ccccc1Cl,?
CCN(CC)S(=O)(=O)c1ccc2c(c1)nc(CN(C)C(=O)Nc1ccc(C)c(Cl)c1)n2C,-12.7%
O=S(=O)(c1ccccc1)c1nc(-c2cccs2)oc1SCc1ccc(F)cc1,-12.0%
COc1ccc(C2C(C(=O)Nc3ccccc3)=C(C)Nc3nc(-c4ccc(Cl)cc4)nn32)cc1 (stereo unspecified),-4.7%
CCCn1c2ccccc2c2cnn(CC(=O)NCCc3ccc(OCC)cc3)c(=O)c21,-19.0%
CCc1ccccc1NC(=O)CSCc1cnn(-c2ccccc2)c1-n1cccc1,-12.9%
O=C(Cn1c(=O)oc2cc(Cl)ccc21)Nc1cccc(C(F)(F)F)c1,-2.0%
Cc1cc(NC(=O)c2ccc3c(c2)N(Cc2cccc(Cl)c2)C(=O)c2ccccc2S3=O)ccc1Br (stereo unspecified),-0.6%
Cc1ccc(-n2ncc3c(N4CCC(C(N)=O)CC4)ncnc32)cc1,12µM*
COc1ccc(CNCCSc2nnnn2-c2ccccc2)c(OC)c1,-6.6%
COc1cccc(Cn2c(CNS(=O)(=O)c3ccc(F)c(Cl)c3)nc3cccnc32)c1,1.0%
COC(=O)c1cc(-c2ccc(Cl)cc2)c2c(=O)[nH]c(=O)n(C)c2n1,-1.3%
CSc1nnc(NC(=O)Cc2coc3cc(C)ccc23)s1,3.6%
COc1ccccc1CNC(=O)Nc1ccc2c(c1)N(C)C(=O)c1ccccc1S2,-14.2%
CCOC(=O)c1c(NC(=O)COc2c(C)cc(Cl)cc2Cl)sc2c1CCCC2,-6.0%
Cc1nc2ccn(Cc3cccs3)c(=O)c2cc1C(=O)NCc1ccc(Cl)cc1,0.0%
Cc1ccc(-c2noc(CCC(=O)Nc3ccc(F)cc3Cl)n2)cc1,2.0%
O=c1cc(-c2ccccc2)n2c(SCc3ccc(Br)cc3)nnc2[nH]1,?
COc1ccc(OC)c(CNC(=O)Cn2ncc3c([nH]c4ccc(C)cc43)c2=O)c1,0.1%
CCOC(=O)c1[nH]c(C)c(C(=O)NCc2ccc(F)cc2)c1C,-8.9%
COc1ccc(CN2C(=O)c3oc4ccccc4c(=O)c3C2c2ccc(O)cc2)cc1 (stereo unspecified),0.5%
CCOc1ccc(NC(=O)CSc2nccn2C2CCCC2)cc1,-11.3%
CCOC(=O)C1CCN(c2ncnc3c2nnn3C)CC1,-6.7%
CCOc1ccccc1NC(=O)c1c(NCc2sccc2C)sc2c1CCC(C)C2 (stereo unspecified),-4.7%
CCCCc1ccc(NC(=O)c2cc3c(=O)n4ccccc4nc3n2C)cc1,5.6%
CC(=O)c1cccc(NC(=O)c2nc3ccccc3nc2N2CCCCC2)c1,-10.4%

# By substructure, the entries above containing a cyano group
SMILES,FLuc counter
COc1ccc(OC)c(/C=C(\C#N)c2nc(-c3ccc(F)cc3)cs2)c1,1.8%
N#Cc1ccccc1Cn1c(=O)n(-c2cccc(C(F)(F)F)c2)c(=O)c2sccc21,-2.4%

# (cont.)
SMILES,FLuc counter
COc1ccc(-c2nc(CNS(=O)(=O)c3ccc(C)cc3)cs2)cc1,-15.4%
CCOc1ccc(-c2csc3ncnc(Nc4cccc(O)c4)c23)cc1,3.0%
Cc1cc(NS(=O)(=O)c2ccc(NC(=O)c3ccccc3F)cc2)nc(C)n1,-13.6%
Cc1c(Cl)cccc1-c1ccc(C(=O)Nc2ccc(F)cc2)o1,?
COc1ccc(Nc2oc(-c3ccc(COc4cccc(C)c4)o3)nc2C#N)cc1,0.4%
CCCNC(=O)Nc1cc(C(=O)NCc2cccc(OCC)c2)ccc1N1CCCC1,-10.4%
Cc1cccc(NC(=O)CSc2c(C)cnc3c2c(=O)n(C)c(=O)n3C)c1C,2.8%
Cc1ccccc1OCC(=O)Nc1ccc(OCc2cc(=O)n3ccccc3n2)cc1,-3.0%
CCc1ccccc1NC(=O)C(=O)NCCc1sc(-c2cccc(F)c2)nc1C,-2.0%
CC(C)C12CN3CC(C(C)C)(CN(C1)C3c1ccc(OCc3ccccc3)cc1)C2=O (stereo unspecified),-0.2%
COc1cccc(-c2cc(C(=O)Nc3ccc(C)cc3)[nH]n2)c1,-11.6%
Nc1nonc1-c1nc2ccccc2n1Cc1c(Cl)cccc1Cl,-1.8%
CSc1ccc(CCNC(=O)c2cc3n(n2)CCCN(Cc2ccc(C)cc2)C3=O)cc1,-4.2%
CC(C)c1ccc(OCC(=O)Nc2ccc(S(=O)(=O)Nc3ncccn3)cc2)cc1,9.53µM*
CC(NC(=O)c1sc2ncccc2c1-n1cccc1)c1ccccc1 (stereo unspecified),-10.3%
Cc1ccc(OC(C)C(=O)Nc2nonc2-c2ccc(Br)cc2)cc1C (stereo unspecified),-4.9%
CCN1C(=O)CC(C(=O)Nc2ccc(OC)cc2)SC1=Nc1ccc(C)c(C)c1 (stereo unspecified),-1.0%
CCOC(=O)c1ccc(CN(Cc2ccccc2C)S(=O)(=O)c2ccc(C(C)(C)C)cc2)cc1,1.5%
CCOC(=O)c1ccc(N2CCN(c3cc(C)ccc3C)CC2)c(NC(=O)Nc2ccc(CC)cc2)c1,-0.2%
Cc1ccc(-c2nc3ccccc3[nH]2)cc1NC(=O)COc1ccccc1[N+](=O)[O-],3.2%
COC(=O)C(NC(=O)CC(C)C)(Nc1nc2c(s1)CCCC2)C(F)(F)F (stereo unspecified),-4.9%
COc1ccc(CNC(=O)CCc2nnc3n(CC(C)C)c(=O)c4ccccc4n23)cc1,-3.9%
Cc1ccc(CCNc2ncnc3onc(C)c23)cc1,?
Cc1ccc(CNC(=O)c2ccc(CSc3nc4ccncc4n3Cc3ccc(C)cc3)cc2)cc1,-10.1%
O=C(Nc1ccc(Cl)c(C(F)(F)F)c1)c1ccc2c(c1)CCN2S(=O)(=O)c1ccccc1,-0.8%
Cc1ccc(CNC(=O)CSC2=Nc3ccccc3C3=NC(C)C(=O)N23)cc1 (stereo unspecified),-7.2%
O=C(Nc1ccc(O)cc1)c1cccc(S(=O)(=O)N2CCOCC2)c1,-2.7%
COc1ccc(CNC(=O)Cn2c(SCC(=O)Nc3ccc(C)c(C)c3)nc3ccccc32)cc1,-9.1%

# 4 records drawn at random from those above:
SMILES,FLuc counter
O=C(Nc1ccc(Cl)c(C(F)(F)F)c1)c1ccc2c(c1)CCN2S(=O)(=O)c1ccccc1,-0.8%
Cc1ccc(CNC(=O)CSC2=Nc3ccccc3C3=NC(C)C(=O)N23)cc1 (stereo unspecified),-7.2%
Cc1ccc(CNC(=O)c2ccc(CSc3nc4ccncc4n3Cc3ccc(C)cc3)cc2)cc1,-10.1%
COC(=O)C(NC(=O)CC(C)C)(Nc1nc2c(s1)CCCC2)C(F)(F)F (stereo unspecified),-4.9%
